Compound activity (PubChem BioAssay)
15-hLO-2 inh: 15-hLO-2 (ALOX15B) enzyme inhibition; Potency, µM (doses to about 57.1 µM), for inactives: top-dose activity change, negative = inhibition, hits mostly inhibitors; purified 15hLO-2, xylenol orange hydroperoxide absorbance; 0.56% of 110,000 active; O15296; further: potency means the concentration at half of the fitted maximal effect; nearly all actives have a fitted effect of over 60% in size; many of its hits are not listed in these tables
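Screening format was qHTS against 50 nM purified 15hLO-2 in Hepes pH 7.5 with detergent. Activity follows hydroperoxide formation from 45 uM arachidonic acid, measured as 573:405 nm absorbance ratio of the ferric-xylenol orange complex.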
IMPase inh: IMPase inhibition in cells. P97697. CHO-M1 cells, IP1 accumulation, HTRF TR-FRET ratio. 120,000 tested, under 10 active. inhibition (IP1 accumulation), % at 46.1 µM; active means well fitted curve in the direction sought with a large enough effect in the signal ratio, not every such curve was filed as active; inconclusive means small, poorly fitted or top-dose-only effect, or a change in a side signal; inactive means no such curve, though single readings can be large or run the other way; the % refers to the signal ratio;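 further: cells stimulated with carbachol in lithium chloride buffer; plate controls were DMSO basal wells for no effect and reference inhibitor wells for full effect; higher means more IMPase inhibition seen as more IP1 and lower FRET ratio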
Target sequence (P97697 whole entry, looked up): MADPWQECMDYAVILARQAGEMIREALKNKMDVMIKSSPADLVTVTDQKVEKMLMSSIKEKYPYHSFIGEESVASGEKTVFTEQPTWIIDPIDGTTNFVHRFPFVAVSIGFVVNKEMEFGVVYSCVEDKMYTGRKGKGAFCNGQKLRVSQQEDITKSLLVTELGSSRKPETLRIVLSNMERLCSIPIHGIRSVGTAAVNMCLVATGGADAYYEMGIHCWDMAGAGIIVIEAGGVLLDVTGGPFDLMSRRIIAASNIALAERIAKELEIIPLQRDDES
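Cellular IMPase inhibition is scored as a rise in cytosolic IP1, detected by competitive TR-FRET between d2-labelled IP1 and a europium anti-IP1 antibody. M1-expressing CHO cells were stimulated with carbachol for 30 min at 37C, with lithium (50 mM LiCl) present in the buffer.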
PNC inhibitor: perinucleolar compartment assembly inhibition. PC3M PTB-GFP, PNC prevalence imaging, 16 h; stronger effect = lower value. 3.1% of 140,000 active. activity change (PNC), negative = inhibition, % at 10 µM;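 active means readout at or below -70, meaning at least 70% loss of cells showing the perinucleolar compartment, a nuclear body marking cancer cells; inconclusive means readout between -30 and a set limit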;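 further: plate controls were DMSO wells for no effect and camptothecin positive control wells for full effect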
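Compounds are pinned in duplicate onto adhered PC3M cells stably expressing GFP-tagged PTB and incubated 16 h at 37 C. Cells are then fixed, nuclei stained with Hoechst, and PNC-positive cells counted.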
12-hLO inh: blocks human 12-lipoxygenase activity; 0.12% of 150,000 active; purified 12-hLO, xylenol orange hydroperoxide absorbance; P18054; Potency, µM (titrated, usually from 57.1 µM), for the others: at the top dose activity change, negative = inhibition, most hits filed as inhibitors; further: potency means the concentration at half of the fitted maximal effect; nearly all actives have a fitted effect of over 55% in size; many of its hits are not listed in these tables
Target sequence (P18054 whole entry, looked up): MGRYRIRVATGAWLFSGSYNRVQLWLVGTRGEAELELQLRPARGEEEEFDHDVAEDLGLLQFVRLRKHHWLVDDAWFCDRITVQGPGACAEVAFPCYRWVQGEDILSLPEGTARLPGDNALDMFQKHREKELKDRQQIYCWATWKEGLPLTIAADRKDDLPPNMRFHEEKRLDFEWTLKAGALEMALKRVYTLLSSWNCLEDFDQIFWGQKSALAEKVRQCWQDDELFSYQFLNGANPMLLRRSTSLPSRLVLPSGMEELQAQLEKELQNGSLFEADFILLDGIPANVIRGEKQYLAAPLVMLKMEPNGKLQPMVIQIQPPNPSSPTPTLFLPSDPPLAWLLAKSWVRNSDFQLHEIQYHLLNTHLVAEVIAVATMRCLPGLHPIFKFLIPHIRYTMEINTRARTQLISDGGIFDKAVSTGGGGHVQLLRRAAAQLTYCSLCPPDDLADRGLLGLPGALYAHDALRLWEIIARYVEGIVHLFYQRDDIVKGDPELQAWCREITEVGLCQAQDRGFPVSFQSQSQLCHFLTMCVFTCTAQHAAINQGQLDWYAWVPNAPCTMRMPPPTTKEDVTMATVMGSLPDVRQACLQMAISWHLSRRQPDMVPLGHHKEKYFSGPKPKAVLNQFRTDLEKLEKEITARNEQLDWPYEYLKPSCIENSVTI
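Lipoxygenase turnover measured by absorbance at 573 and 405 nm after Fe-XO development. Human 12hLO 150 nM, arachidonate 40 uM, pH 7.0 Hepes buffer with detergent; 15 min compound preincubation, 30 min reaction.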
An asterisk follows results filed as active; ? = inconclusive; nt = no result given; & = joins results of further samples; [ ] = remark or other dose. Unless noted, the call rests on the fitted dose curve; in most records, active means well fitted curve in the direction sought with a large enough effect; inconclusive means small, poorly fitted or top-dose-only effect, or another doubt; inactive means no such curve, though single readings can be large; an effect the other way counts as inactive or inconclusive. Unless noted, on the % scale 0 is the no-effect control and ±100 the full control effect. These rows are one share of the data; count on the stated rates, not on these rows.

Compound	15-hLO-2 inh	IMPase inh	PNC inhibitor	12-hLO inh
CCOC(=O)C1Oc2ccccc2C(c2ccoc2)=C1C(=O)OC (stereo not drawn)	-1%[0.0915 µM]	nt	nt	-1%[0.00818 µM]
NC(=O)C1CCN(C(=O)COc2ccc3ccccc3c2)CC1	nt	nt	?	6%
O=c1c2ccccc2nc2c3ccccc3ncn12	9%	2	-6	-4%
CCNc1ccc(Br)cc(C(=O)/C=C/c2ccc(Cl)cc2Cl)c1=O	nt	-2	-100*	?
CN(c1ccccc1)S(=O)(=O)c1ccc(NC(=S)Nc2ccccc2)cc1	-6%	1	33	2%
O=C(Nc1cccc(C(F)(F)F)c1)/C(=C\c1ccco1)NC(=O)c1cccs1	nt	13	105	1%
CS(=O)(=O)c1ccc(CNC(=O)[C@H]2C[C@@H]2[C@H](NP(=O)(c2ccccc2)c2ccccc2)c2ccccc2)cc1	7%	nt	nt	-3%
COc1ccccc1NS(=O)(=O)c1cccc(C(=O)N/N=C/c2cn(-c3ccccc3)nc2-c2ccccc2)c1	nt	nt	20	-3%
O=C(NCCN1CCOCC1)C1CCN(S(=O)(=O)N2CCCCC2)CC1	-5%	3	-5	1%
CC[N+](CC)(CC)CC(=O)Nc1c(C)cccc1C	14%[0.0915 µM]	9&4	nt	3%[0.00818 µM]
CCn1c(COc2cccc(C)c2)nc2ccccc21	nt	2	?	-4%
O=C(Cc1ccccc1)NCCn1ccc2ccccc21	0%	-3	?	-4%
COc1ccccc1Nc1ccc(Nc2ccccc2OC)nn1	nt	5	?	-2%
COc1cccc(-n2c(C)nc3cc(C(=O)O)ccc32)c1	-3%	-3&-7	3	-5%
Cc1cccc(-n2ncc3c(NCc4ccco4)ncnc32)c1	nt	0[0.0738 µM]	29	-10%
COCCCNC(=O)Cn1nnc(-c2ccccc2NC(=O)c2ccc(F)cc2)n1	-3%	12	1	-2%
O=C(N/N=C/c1ccccc1OCC(=O)N1CCCC1)C(=O)Nc1ccccc1F	nt	nt	?	-3%
COc1ccc(OC)c(/C=N/N=C2\SCC(=O)N2Cc2ccco2)c1	nt	nt	-4	-2%
COc1cc(O)c(C(=O)/C=C/c2ccccc2)c(OC)c1	-1%	nt	nt	0%
O=C(O)C1CC=CCC1C(=O)Nc1cccc(Cl)c1 (stereo not drawn)	-4%	-8	65	-2%
N#Cc1c(NC(=O)CSc2ncn[nH]2)sc2c1CCCCC2	35%[activator]	-6	-117*	-3%
C/C(=N\NC(=O)c1ccc(C)cc1)C1C(=O)c2ccccc2C1=O	nt	13	0	2%
COc1cc(CC(=O)OCC(=O)Nc2cc(S(=O)(=O)N3CCCC3)ccc2Cl)cc(OC)c1OC	-14%	18	-7	-6%
COc1ccc(-n2c(NC(=O)c3ccco3)c(C#N)c3nc4ccccc4nc32)cc1	-20%	0	4	-22%
O=C(/C=C/c1c(Cl)cccc1Cl)NCc1ccccc1	nt	nt	-2	1%
CCOC(=O)N1CCN(c2ccccc2O)CC1	5%	1	43	0%
O=C(Nc1cc2c(cc1Br)OCCO2)c1ccco1	nt	?	37	2%
COc1ccccc1N(Cc1cc2cccc(C)c2[nH]c1=O)C(=O)C(C)C	-5%	-3	25	-1%
CCOC(=O)N1CCN(C2CC(=O)N(c3ccc(Cl)c(Cl)c3)C2=O)CC1 (stereo not drawn)	nt	-1	-100*	5%
COC(=O)c1ccc(NC(=O)C(=O)N2CCN(C(=S)Nc3ccc(OC)cc3)CC2)cc1	nt	2	-17	-7%

Other entries follow.
Compound	15-hLO-2 inh	IMPase inh	PNC inhibitor	12-hLO inh
CC(C)c1ccc(N(CC(=O)NCCSC(C)(C)C)S(C)(=O)=O)cc1	-3%	3	1	4%
CCCNC(=O)N1CCN(c2nc(C(C)C)c3c(c2C#N)CC(C)(C)OC3)CC1	5%	-20	1	-5%
COc1cc(OC)cc(C(=O)N[C@H](C(=O)OCC(=O)NC(C)c2ccccc2)C(C)C)c1 (stereo partly drawn)	nt	-2	51	1%
CCOC(=O)COc1c(Cl)cc(C2NC(=S)NC(c3ccccc3)=C2C(C)=O)cc1OCC (stereo not drawn)	nt	-19	-12	-7%
COc1cccc(-c2nc(CS(=O)CC(=O)O)c(C)o2)c1 (stereo not drawn)	9%	1	13	-5%
CCOC(=O)c1nnc2ccnn2c1N	7%	-1	19	-3%
CCCCC(CC)C(=O)O (stereo not drawn)	2%	nt	nt	-7%
COc1ccc(OC)c(C(c2nnnn2C2CCCC2)N2CCN(c3ccc(F)cc3)CC2)c1 (stereo not drawn)	0%	-5	-8	-1%
O=C(c1ccc2c(c1)OCO2)N1CCN(c2ccc(C(F)(F)F)cn2)CC1	nt	nt	48	0%
COc1ccc(-c2cc3nnc(-c4ccccc4)nc3s2)cc1	nt	4	-10	-3%
Cc1ccc(/C(O)=C2/C(=O)C(=O)N(CCN3CCOCC3)C2c2ccccn2)cc1 (stereo not drawn)	-8%	1	-19	-10%
Nn1c(CN2CCCCC2)nc2ccccc2c1=O	-2%	-19	8	-1%
COc1ccc(-c2nc3n(c2Br)CCC3)cc1	?	11	-6	4%
O=C(CN1CCc2[nH]c3ccccc3c2C1)N1CCCCC1	26%	10	?	2%
O=C(Nc1ccccc1C(=O)N1CCOCC1)c1ccc(F)cc1	-1%	6	1	1%
CCOc1cc(-c2nc(-c3ccncc3)no2)cc(OCC)c1OCC	0%	3	?	5%
CCn1ncc(CNC(=O)CCSc2nc(-c3ccco3)cc(C(F)(F)F)n2)c1C	nt	12	2	7%
O=C(NCCO)c1cc2ccccc2cc1O	0%	-6	?	-5%
Cc1ccc(S(=O)(=O)/N=C2/C=C(Sc3ncn[nH]3)C(=O)c3ccccc32)cc1	nt	nt	-22	?
O=C(C1CCCC1)N(c1ccccc1)C1C=CS(=O)(=O)C1 (stereo not drawn)	-5%	8	30	1%
Cc1cc2cc3c(cc2nc1SCC(=O)Nc1ccccc1)CCC3	-4%	?	?	2%
Cc1sc2ncnc(Sc3ccccc3C(=O)Nc3ccc(C#N)cc3)c2c1C	nt	nt	34	2%
[N-]=[N+]=CC(=O)CC(c1ccccc1)N1C(=O)c2ccccc2C1=O (stereo not drawn)	-15%	1	?	-14%
COc1ccccc1NS(=O)(=O)c1cc(NC(=O)Nc2ccccc2)ccc1N1CCCCC1	nt	nt	18	1%
Cc1nnc(SCC(=O)NNC(=O)C(C)C)[nH]c1=O	nt	4	4	0%
O=C(Nc1ccc(N2CCN(C(=O)c3ccccc3)CC2)c(Cl)c1)c1ccc(Br)o1	-15%	4	?	-1%
CC1CC2(CCCC2)N(C(=O)c2ccccc2)Cc2ccccc21 (stereo not drawn)	nt	nt	41	3%
CC(c1ccco1)N(C(=O)C12CC3(C)CC(C)(CC(C)(C3)C1)C2)c1ccccn1 (stereo not drawn)	-1%	-4	32	2%
COC(=O)[C@@]1(Cc2ccc(OC)cc2)[C@H]2c3cc(C(=O)N(C)C)n(Cc4cc(F)c(F)c(F)c4)c3C[C@H]2CN1C(=O)c1ccccc1	-1%	nt	nt	-14%
COCCCNC(=S)N1CCN(C(=O)C(=O)Nc2ccc(C(=O)OC)cc2)CC1	nt	nt	?	3%

Shown as a hit in PNC inhibitor, of those listed so far:
Compound	15-hLO-2 inh	IMPase inh	PNC inhibitor	12-hLO inh
CCNc1ccc(Br)cc(C(=O)/C=C/c2ccc(Cl)cc2Cl)c1=O	nt	-2	-100*	?
N#Cc1c(NC(=O)CSc2ncn[nH]2)sc2c1CCCCC2	35%[activator]	-6	-117*	-3%
CCOC(=O)N1CCN(C2CC(=O)N(c3ccc(Cl)c(Cl)c3)C2=O)CC1 (stereo not drawn)	nt	-1	-100*	5%

Record cards, as listed above. Order of screens: 15-hLO-2 inh, IMPase inh, PNC inhibitor, 12-hLO inh
COc1ccccc1Nc1ccc(Nc2ccccc2OC)nn1 is listed as nt, 5, ?, -2%
CC1CC2(CCCC2)N(C(=O)c2ccccc2)Cc2ccccc21 (stereo not drawn) is listed as nt, nt, 41, 3%

Compounds shown so far that contain a CF3 group, in the order listed:
Compound	15-hLO-2 inh	IMPase inh	PNC inhibitor	12-hLO inh
O=C(Nc1cccc(C(F)(F)F)c1)/C(=C\c1ccco1)NC(=O)c1cccs1	nt	13	105	1%
O=C(c1ccc2c(c1)OCO2)N1CCN(c2ccc(C(F)(F)F)cn2)CC1	nt	nt	48	0%
CCn1ncc(CNC(=O)CCSc2nc(-c3ccco3)cc(C(F)(F)F)n2)c1C	nt	12	2	7%

Next results
Compound	15-hLO-2 inh	IMPase inh	PNC inhibitor	12-hLO inh
CCOC(=O)N1CCC(Nc2ccc3nnc(-c4ccccc4)n3n2)CC1	0%	-2	14	-5%
COC(=O)NNC(=S)Nc1cc(OC)ccc1OC	1%	-3	17	4%
CCOC(=O)c1cn(-c2ccccc2)nc1-c1ccncc1	2%	-1	27	-2%
CN(CC(=O)Nn1cnnc1)S(=O)(=O)c1ccccc1	-4%	-2	37	-1%
O=C(Cn1cccc1C(=O)c1ccccc1)NCCCN1CCOCC1	-8%	-13	-12	-4%
COc1cc(C(=O)OCC(=O)NCc2ccc(F)cc2)cc(NC(=O)c2cccs2)c1OC	nt	nt	19	2%
O=C(NNc1nc2cc3c(cc2s1)OCO3)c1ccc(F)cc1	nt	nt	-119*	-11%
Cc1ccccc1C(=O)c1cccn1CC(=O)N1CCCCCC1	18%	?	17	-6%
CCc1cccc(C)c1NC(=O)CSc1nnc(CCCOc2ccc(Cl)cc2Cl)n1C	nt	nt	-113*	-5%
Cc1cccc(NC(=O)Cc2noc3ccccc23)c1C	nt	nt	?	0%
O=C(NC(=S)Nc1ccc(N2CCOCC2)cc1)c1cccc([N+](=O)[O-])c1	nt	nt	5	1%
NCOC(=O)Cc1ccc(Br)cc1	-1%[11.4 µM]	nt	nt	0%[11.4 µM]
CN1CCC(=C2c3ccccc3C=Cc3ccccc32)CC1	41%[activator]	16	-21	2%
CCn1c(SCC(=O)Nc2nc(C)c(C)s2)nnc1-c1cccs1	nt	1	?	-1%
Cc1ccc(Cl)cc1NC(=O)COC(=O)C1CCCC1	-3%	-1	18	-2%
CCOC(=O)Nc1ccc2c(CN3C(=O)NC4(CCCC4)C3=O)cc(=O)oc2c1	nt	-15	-100*	1%
Cc1csc2ncc(C(=O)Nc3ccon3)c(=O)n12	nt	-16	351	4%
O=Cc1cn(-c2ccccc2)nc1-c1cc2cc(O)ccc2oc1=O	-9%	-2	-6	-4%
O=C(CSc1nnc(-c2ccco2)n1CC1CCCO1)c1ccc(F)cc1 (stereo not drawn)	6%	-19	16	-5%
C=C(C)CN1C(=O)c2ccccc2C1=O	-5%	6	?	-2%
O=C(/C=C/c1cc2c(cc1Br)OCO2)NCc1ccc(Cl)cc1	5%	0	?	-1%
COc1ccc(C(C(=O)NC2CCCC2)N(C(=O)c2ccco2)c2ccc3c(c2)OCO3)cc1OC (stereo not drawn)	1%	6	56	-10%
Cc1cc(C)c(NC(=O)NC(=O)c2cccc(F)c2)c(C)n1	2%	1	1	-1%
COc1ccc(NC(=O)CSc2nnc(-c3cccnc3)n2Cc2ccco2)c(OC)c1	-8%	0	39	0%
COC1=CC(=O)OC12CCCCC2	2%	-1	-24	-2%
COc1cc(C(=S)N2CCCCC2)ccc1O	6%	-9	-1	-6%
CC1(C)CC(=O)C=C(NCCN2CCNCC2)C1	2%	-3	?	2%
O=C(c1cccc2cccc(O)c12)N1CCCCC1	-19%	8	?	-9%
COc1ccc(C(=O)NCC(=O)O)cc1	1%	-3	13	-4%
